Pf Dd2 inh: inhibitors of Plasmodium falciparum Dd2 growth; P. falciparum Dd2 growth, SYBR Green, 72 h; hits give low values; activity change, % at 10 µM; 2.3% of 94,000 active; in the data active = activity change below about -80%; inconclusive = no clear call, values can overlap the other calls
C diff HTS: inhibitors of Clostridium difficile growth; growth activity, negative = inhibition, % at 16 µg/mL (by protocol); AID 1259249; Clostridium difficile clinical isolate growth, OD600, 24 h; hits give low values; 0.25% of 86,000 active;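 active = mean growth activity at or below -80% and every replicate also at or below -80%; inconclusive = mean at or below -80% but some replicate above -80%; inactive = mean growth activity above -80%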;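 also: 0% = DMSO wells and -100% = levofloxacin 16 µg/mL wells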
GASC1 inh: KDM4C (human) demethylase inhibition | GST-KDM4C 2-372, H3K9me3 peptide, LANCE TR-FRET | inhibition, % at 12.5 µM | 0.15% of 96,000 active | AID 720574;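 active = mean replicate inhibition above about 25%, with at least 55% of replicates also reaching it, limit read from the data, passing the limit was not always enough; inconclusive = only one of those two conditions met; inactive = neither condition met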
Target sequence (Q9H3R0 2-372 limits assumed): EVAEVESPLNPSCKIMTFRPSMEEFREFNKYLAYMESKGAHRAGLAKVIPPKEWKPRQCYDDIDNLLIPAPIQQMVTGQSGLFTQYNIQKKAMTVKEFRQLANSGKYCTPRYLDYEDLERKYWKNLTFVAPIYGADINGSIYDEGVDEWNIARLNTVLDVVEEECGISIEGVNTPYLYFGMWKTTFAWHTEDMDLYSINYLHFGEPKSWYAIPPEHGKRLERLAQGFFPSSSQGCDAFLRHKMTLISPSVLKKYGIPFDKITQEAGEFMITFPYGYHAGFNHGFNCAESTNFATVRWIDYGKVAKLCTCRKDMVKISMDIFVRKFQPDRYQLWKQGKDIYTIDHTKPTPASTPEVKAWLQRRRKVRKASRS
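Material: GST-tagged GASC-1 (JMJD2C) catalytic fragment, aa 2-372. Input: enzyme final amount 10 nM. Medium: HEPES buffer, pH 7.5, plus ascorbate. Reagent: H3K9me3 peptide substrate, Fe(II), 2-oxoglutarate. Doses: single dose. Times: reaction 30 min RT, detection step 1 h RT. Measured by: LANCE TR-FRET. Evaluation: Fall in 671/618 emission ratio as inhibition.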
T cruzi growth: blocks T. cruzi growth in NIH3T3 culture; T. cruzi beta-gal in NIH3T3, GalScreen luminescence, 90 h; inhibition, % at 8.34 µM; 5.9% of 77,000 active; AID 624255;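 active = mean inhibition above about 93%, with at least 55% of replicates each passing it, limit read from the data, passing the limit was not always enough; inconclusive = only one of those two conditions holds; inactive = neither condition holds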
Active calls of the source: *; ? = inconclusive; / = no result given; & = joins results of further samples.

SMILES | Pf Dd2 inh | C diff HTS | GASC1 inh | T cruzi growth
C[C@H]1CN([C@@H](C)CO)C(=O)c2cc(NS(=O)(=O)c3cn(C)cn3)ccc2O[C@H]1CN(C)Cc1ccccc1 | 18.0 | 1.7 | 0.0 | -8.5
O=C(CC1CC1)N1[C@@H](CO)[C@@H](c2ccccc2)C12CN(S(=O)(=O)c1ccccc1)C2 | -12.3 | 1.0 | -1.8 | /
C[C@@H]1CN([C@H](C)CO)C(=O)c2cc(NC(=O)Nc3ccccc3)ccc2O[C@@H](C)CCCCO[C@H]1CN(C)Cc1ccccc1 | -74.6 | / | 1.5 | /
C[C@@H]1CN([C@@H](C)CO)C(=O)Cc2cc(NC(=O)Cc3ccccc3)ccc2O[C@H]1CN(C)C(=O)Nc1ccc2c(c1)OCO2 | -7.9 | 1.9 | -1.1 | 39.7
C[C@H]1CN([C@@H](C)CO)C(=O)Cc2cc(NC(=O)Nc3ccc(F)cc3)ccc2O[C@H]1CN(C)C(=O)Nc1ccc(C(F)(F)F)cc1 | 14.2 | 2.8 | -1.6 | 5.7
Cc1noc(C)c1S(=O)(=O)Nc1ccc2c(c1)C(=O)N([C@@H](C)CO)C[C@H](C)[C@H](CN(C)S(=O)(=O)c1ccccc1)OCCCC[C@H](C)O2 | -47.1 | -19.6 | -0.8 | 5.6
O=C(O)C[C@H]1C=C[C@H](NC(=O)Nc2ccccc2)[C@@H](CO)O1 | 14.9 | 0.0 | -1.0 | 1.0
O=C(NCC[C@H]1CC[C@@H](NS(=O)(=O)c2cccc(F)c2)[C@@H](CO)O1)C1CCC1 | -1.8 | 1.1 | 1.1 | /
COc1ccc(NC(=O)Nc2ccc3c(c2)CC(=O)N([C@H](C)CO)C[C@@H](C)[C@H](CN(C)Cc2ccc(C(F)(F)F)cc2)O3)cc1 | 19.6 | 64.1 | 0.8 | 43.9
N#C[C@H]1[C@H](c2ccccc2-c2cccc(F)c2)[C@H](CO)N1C(=O)C1CCC1 | 23.6 | -6.2 | -0.3 | /
CO[C@@H]1CN(C)C(=O)c2ccc(NC(C)=O)cc2OC[C@H](C)N(Cc2cc(F)ccc2F)C[C@H]1C | -2.5 | 0.8 | ? | 0.0
CC=Cc1ccc2n(c1=O)C[C@@H]1[C@@H](CO)[C@H](C(=O)NCc3cccc(F)c3)[C@H]2N1S(C)(=O)=O (mixture of isomers) | 4.6 | -1.5 | -0.3 | 88.3
C[C@@H]1CN([C@H](C)CO)C(=O)c2cc(NS(=O)(=O)c3cn(C)cn3)ccc2O[C@@H](C)CCCCO[C@H]1CN(C)C | 7.3 | -0.7 | 0.0 | -8.4
Cc1noc(C)c1S(=O)(=O)N(C)C[C@@H]1OCCCC[C@@H](C)Oc2ccc(NC(=O)Nc3cccc4ccccc34)cc2C(=O)N([C@H](C)CO)C[C@@H]1C | -51.2 | -6.2 | 0.6 | 59.2
C[C@@H](NC(=O)C[C@@H]1C[C@H]2c3cc(NC(=O)NC4CCCC4)ccc3O[C@H]2[C@@H](CO)O1)c1ccccc1 | -2.1 | / | -1.3 | 27.8
C[C@@H]1CCCCO[C@@H](CN(C)C(=O)Nc2cccc3ccccc23)[C@@H](C)CN([C@H](C)CO)C(=O)c2cc(NS(=O)(=O)c3ccc(F)cc3)ccc2O1 | -34.8 | -0.1 | -1.3 | -4.4
C[C@H]1CN([C@@H](C)CO)C(=O)c2cccc(NC(=O)Nc3cccc4ccccc34)c2O[C@H]1CN(C)Cc1ccc2c(c1)OCO2 | -20.3 | -2.5 | 0.5 | 35.8
C[C@@H]1CN([C@@H](C)CO)C(=O)c2cc(-c3ccccc3)cnc2O[C@@H]1CN(C)Cc1cccnc1 | 37.7 | 0.9 | 0.4 | 70.5
Cc1ccccc1-c1ccc([C@@H]2[C@H]3CN(C(=O)Nc4cccc(F)c4)CCCCN3[C@H]2CO)cc1 | -5.5 | 19.5 | -0.9 | 89.6
C[C@H]1CN([C@@H](C)CO)C(=O)Cc2cc(NC(=O)Nc3ccc(F)cc3)ccc2O[C@H]1CN(C)S(=O)(=O)c1ccc(F)cc1 | 0.3 | 2.3 | -0.8 | 25.4
C[C@H]1CN([C@@H](C)CO)C(=O)c2cccc(NS(C)(=O)=O)c2O[C@@H]1CN(C)Cc1ccc2c(c1)OCO2 | 0.8 | 0.3 | -0.1 | -25.0
CCC(=O)N(C)C[C@@H]1Oc2ncc(-c3ccc(F)cc3)cc2C(=O)N([C@H](C)CO)C[C@H]1C | 36.1 | -3.2 | -3.1 | 14.7
CCC(=O)Nc1ccc2c(c1)OC[C@@H](C)N(CCC(F)(F)F)C[C@@H](C)[C@@H](OC)CN(C)C2=O | / | -0.6 | 2.9 | 36.9
O=C(C1CC1)N1CCCCN2[C@H](CO)[C@@H](c3ccc(C#CC4(O)CCCC4)cc3)[C@H]2C1 | 31.8 | -8.7 | / | -20.0
C[C@@H]1CN([C@H](C)CO)C(=O)Cc2cc(NC(=O)Cc3cn(C)c4ccccc34)ccc2O[C@H]1CN(C)Cc1ccc(C(=O)O)cc1 | -7.4 | -6.3 | 12.5 | -6.2
C[C@H]1CN([C@@H](C)CO)C(=O)c2cccc(NC(=O)NC3CCCCC3)c2O[C@H]1CN(C)S(C)(=O)=O | 21.4 | -2.6 | 0.6 | /
C[C@H]1CCCCO[C@H](CN(C)C(=O)C2CCCCC2)[C@@H](C)CN([C@@H](C)CO)C(=O)c2cc(NC(=O)CCC(F)(F)F)ccc2O1 | -46.5 | 12.9 | -1.3 | -13.6
COc1ccc(NC(=O)Nc2ccc3c(c2)C(=O)N([C@@H](C)CO)C[C@H](C)[C@H](CN(C)Cc2ccc(Cl)c(Cl)c2)OCCCC[C@@H](C)O3)cc1 | -38.9 | -2.4 | -0.4 | 124.9*
O=C(C[C@@H]1C[C@@H]2c3cc(NC(=O)NC4CCCC4)ccc3O[C@@H]2[C@H](CO)O1)NCC1CC1 | -9.4 | -5.6 | -3.4 | 8.0
COc1ccccc1-c1ccc(C2[C@H]3CNC[C@@H]2N3Cc2nccs2)cc1 (stereo partly specified) | 4.4&-18.5 | 34.3&-4.6 | -1.3&-0.2 | /
C[C@@H]1CN([C@@H](C)CO)C(=O)c2cccc(NS(=O)(=O)c3ccc(F)cc3)c2O[C@@H]1CN(C)Cc1ccc(C(F)(F)F)cc1 | -17.8 | 67.6 | 1.5 | 50.5
CNC[C@@H]1OCCCC[C@@H](C)Oc2ccc(NC(=O)Nc3ccc4c(c3)OCO4)cc2C(=O)N([C@@H](C)CO)C[C@H]1C | 6.4 | 2.7 | 0.6 | 15.2
C[C@H](CO)N1C[C@H](C)[C@H](CN(C)C)Oc2ncc(C3=CCCC3)cc2C1=O | 39.6 | 3.6 | 5.6 | 21.4
CCCNC(=O)N1[C@@H](C#N)[C@H](c2ccccc2-c2ccccc2F)[C@@H]1CO | -88.5* | -1.9 | -1.8 | /
COc1ccc(S(=O)(=O)Nc2ccc3c(c2)C(=O)N([C@H](C)CO)C[C@H](C)[C@@H](CN(C)Cc2ccccc2)OCCCC[C@H](C)O3)cc1 | 14.8 | -1.0 | -0.1 | -28.6
O=C(C[C@H]1CC[C@H]2[C@@H](COC[C@@H](O)CN2Cc2ccc(F)cc2)O1)NCCc1ccccc1 | -8.7 | / | 1.7 | 38.3
C[C@@H]1CN([C@@H](C)CO)C(=O)c2cc(C#CCN(C)C)cnc2O[C@@H]1CN(C)C(=O)c1cccc(F)c1 | 42.5 | -1.4 | 1.6 | -6.4
C[C@H](CO)N1C[C@H](C)[C@H](CN(C)Cc2ccccc2)Oc2ncc(-c3cncnc3)cc2C1=O | 23.6 | 3.4 | -0.3 | 22.4
COc1ccccc1-c1ccc2n(c1=O)C[C@@H]1[C@@H](CO)[C@H](C(=O)NCc3ccccn3)[C@H]2N1C | 43.7 | -2.3 | -1.3 | /
Cc1ccc(S(=O)(=O)N[C@@H]2CC[C@H](CC(=O)NC3CCCCC3)O[C@@H]2CO)cc1 | 5.4 | -0.5 | -0.6 | -52.7
O=C(C[C@H]1CC[C@@H](NS(=O)(=O)c2ccc(F)cc2)[C@H](CO)O1)NCCN1CCCCC1 | -5.9 | -3.9 | 1.0 | 5.6
O=C(C[C@@H]1C[C@H]2c3cc(NS(=O)(=O)c4ccc(F)cc4)ccc3O[C@H]2[C@H](CO)O1)NCc1ccc(Cl)cc1 | -3.0 | 11.0 | 2.6 | -46.6
COc1cccc(S(=O)(=O)N[C@H]2C=C[C@H](CC(=O)NC3CCC3)O[C@H]2CO)c1 | 15.5 | -2.7 | 0.0 | -1.6
CO[C@@H](CN(C)Cc1cc(F)ccc1F)[C@H](C)CN([C@@H](C)CO)S(=O)(=O)c1ccc(C)cc1 | -34.5 | / | 1.0 | 59.0
COc1ccc2c3c([nH]c2c1)[C@@H](CO)N(C(C)=O)CC31CN(Cc2ccccc2Cl)C1 | -31.4 | -7.1 | -0.9 | /
O=C(C[C@H]1CC[C@@H]2[C@H](COC[C@H](O)CN2C(=O)c2ccc3c(c2)OCO3)O1)NCCN1CCCC1 | 55.4 | -5.6 | -2.7 | /
COc1ccc(CN(C)C[C@H]2Oc3ccc(NC(=O)c4ccncc4)cc3C(=O)N([C@@H](C)CO)C[C@@H]2C)cc1 | -3.4 | -1.7 | 1.2 | /
COc1ccccc1NC(=O)N[C@@H]1CC[C@@H](CCn2cc(-c3ccccc3)nn2)O[C@@H]1CO | -29.5 | -4.1 | -1.9 | 58.3
COc1ccc2c3c(n(C)c2c1)[C@H](CO)N(C(=O)Nc1ccc(F)cc1)CC31CCN(Cc2ccccc2F)CC1 | -75.5 | 3.6 | -0.5 | /
C[C@H](CO)N1C[C@H](C)[C@@H](CN(C)S(=O)(=O)c2ccccc2)Oc2ccc(NS(=O)(=O)c3ccccc3)cc2C1=O | 0.0 | -5.1 | -0.4 | /
COc1cccc(S(=O)(=O)N(C)C[C@H]2OCc3cnnn3CCCC(=O)N([C@H](C)CO)C[C@@H]2C)c1 | 1.8&-9.0 | -4.1&-2.8 | 0.1 | 3.8&-50.1
C[C@H](CO)N1C[C@H](C)[C@H](CN(C)S(=O)(=O)c2ccc(Cl)cc2)Oc2ccc(NC(=O)CCN3CCOCC3)cc2CC1=O | -45.5 | 0.0 | -3.1 | 21.8
CN1C(=O)c2cc(NC(=O)Nc3cccc(Cl)c3)ccc2OC[C@H]2O[C@@H](CC(=O)NCCc3ccncc3)CC[C@H]21 | 18.0 | 3.8 | 2.5 | 6.4
C[C@H](O)C#Cc1ccc2c(c1)O[C@H](CN(C)C(=O)C1CCC1)[C@H](C)CN([C@@H](C)CO)S2(=O)=O | 11.5 | -0.6 | 1.6 | -12.2
O=C(C[C@H]1C[C@H]2c3cc(NC(=O)Nc4ccccc4)ccc3O[C@H]2[C@@H](CO)O1)NCC1CC1 | -1.1 | -2.4 | 1.5 | 41.6
C[C@@H](O)C#Cc1cnc2c(c1)C(=O)N([C@@H](C)CO)C[C@H](C)[C@@H](CN(C)Cc1cccc(F)c1)O2 | 1.4 | -1.1 | 0.5 | 5.7
CCCC(=O)Nc1ccc2c(c1)C(=O)N(C)C[C@H](OC)[C@@H](C)CN(CC1CCCC1)[C@@H](C)CO2 | -13.5 | / | 0.0 | -7.8
C[C@@H]1CN([C@@H](C)CO)C(=O)c2cc(NC(=O)C3CCCCC3)ccc2O[C@@H]1CN(C)C | 25.4 | 6.7 | 1.6 | -109.4
CCCC#Cc1cnc2c(c1)C(=O)N([C@@H](C)CO)C[C@@H](C)[C@@H](CN(C)C(=O)CN1CCOCC1)O2 | 33.5 | 6.7 | -0.2 | -0.9
CCCC#Cc1ccc2c(c1)[C@@H]1[C@@H](CCN1C(=O)CC1CC1)[C@@H](CO)N2C | -26.0 | -2.7 | 1.2 | 55.5
CCC(=O)N(C)C[C@H]1[C@H](c2ccccc2)[C@@H](CO)N1C(=O)Cc1ccncc1 | 11.0 | -3.4 | -0.2 | -4.6
C[C@H]1CN([C@@H](C)CO)C(=O)c2cc(NC(=O)C3CCCCC3)ccc2O[C@@H]1CN(C)Cc1ccccc1 | 23.2 | -7.6 | -0.8 | 5.4
COc1ccccc1S(=O)(=O)N[C@H]1C=C[C@H](CC(=O)N2CCN(C)CC2)O[C@H]1CO | -8.2 | / | 1.4 | -122.3

Copied from the entries so far, 4 compounds:
SMILES | Pf Dd2 inh | C diff HTS | GASC1 inh | T cruzi growth
CN1C(=O)c2cc(NC(=O)Nc3cccc(Cl)c3)ccc2OC[C@H]2O[C@@H](CC(=O)NCCc3ccncc3)CC[C@H]21 | 18.0 | 3.8 | 2.5 | 6.4
C[C@H](O)C#Cc1ccc2c(c1)O[C@H](CN(C)C(=O)C1CCC1)[C@H](C)CN([C@@H](C)CO)S2(=O)=O | 11.5 | -0.6 | 1.6 | -12.2
O=C(C[C@H]1C[C@H]2c3cc(NC(=O)Nc4ccccc4)ccc3O[C@H]2[C@@H](CO)O1)NCC1CC1 | -1.1 | -2.4 | 1.5 | 41.6
C[C@@H](O)C#Cc1cnc2c(c1)C(=O)N([C@@H](C)CO)C[C@H](C)[C@@H](CN(C)Cc1cccc(F)c1)O2 | 1.4 | -1.1 | 0.5 | 5.7

Not a hit list; about 6.7% have a hit in one of these screens.
